# High-throughput results from PubChem.
# A549 viability – Nrf2 qHTS screen for inhibitors: counterscreen for cytotoxicity; A549 ARE-Fluc cells, CellTiter-Fluor viability, 18-24 h; Potency, µM (top dose mostly 46 µM), inactives show top-dose activity change, negative = cytotoxicity, actives largely listed as inhibitors; 390,000 tested, 0.16% active; also: potency is read from the fitted curve at half-maximal effect; % is scaled to controls: 0 for no effect and ±100 for the full control effect
#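 A549 ARE_Fluc cells in 5% FBS OPTI-MEM were exposed to compounds in concentration-response for 18-24 h at 37 deg C. Viability was read by CellTiter-Fluor fluorescence (Ex 405/Em 525) after 30 min, before the luciferase read.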
# Nrf2 ARE act – qHTS of Nrf2 Activators | 410,000 tested, 0.31% active | Potency, µM (titrated, usually from 46.1 µM), for the others: at the highest dose activation, actives largely listed as activators | AREc32 ARE-luciferase reporter (MCF7-derived line), luminescence, 24 h; also: potency is read from the fitted curve at half-maximal effect; % of control where 0% means no effect; nearly all actives have a fitted effect of over 65% in size
#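 For detection, Steady-Glo was added and plates sat 30 min at RT; before that, AREc32_Fluc cells grown overnight in OPTI-MEM/5% FBS had been treated with 23 nL compound for 24 hr at 37 deg C.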
# S2 tox – Viability Counterscreen for Primary qHTS for Inhibitors of ATXN expression | S2 cells (HEK-293 line with an ATXN2-luciferase reporter) viability, CellTiter-Fluor protease fluorescence, 24 h | Potency, µM (series often up to 56.7 µM), actives largely listed as cytotoxic | 400,000 tested, 0.49% active; also: potency is read from the fitted curve at half-maximal effect; nearly all actives have a fitted effect of over 40% in size
# Nrf2 inh – Nrf2 qHTS screen for inhibitors | 360,000 tested, 2.1% active | A549 ARE-Fluc reporter, luciferase luminescence, 18-24 h | Potency, µM (titrated, usually from 46 µM), without a hit: at the highest dose activity change, negative = inhibition, actives largely listed as inhibitors; also: potency is read from the fitted curve at half-maximal effect; % is scaled to controls: 0 for no effect and ±100 for the full control effect; nearly all actives have a fitted effect of over 60% in size
#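 Reporter: ARE-Fluc in A549. Exposure: 18-24 h, 37 °C, 5% CO2, 5% FBS OPTI-MEM. Readouts: fluorescent cytotoxicity (CellTiter-Fluor), then luminescent Nrf2 signal after BugLite.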
# IL-2 act – qHTS of IL-2 Activators; 360,000 tested, 0.065% active; IL-2 activation reporter assay, cell-based qHTS; stimulated with anti-CD3/CD4/CD28 beads; in transgenic mouse T cells; AID 652025, 2013; activation, % (series mostly up to about 46 µM); in the data active = activation above about 50%; inconclusive = mostly about 30% to 49%; also: 0% is about no effect
#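 EGFP and DsRed fluorescence is measured by plate cytometry in unstimulated transgenic mouse T cells exposed to compound for 60 minutes, then stimulated 18 hours at 37 degrees C with anti-CD3/anti-CD4 beads plus anti-CD28.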
# EPAC2 ag – qHTS for Agonist of cAMP-regulated guanine nucleotide exchange factor 4 (EPAC2): primary screen | EPAC2 activation, biochemical qHTS; response scale: 100% = 6.5 mM cAMP response | Potency, µM (top dose mostly 154 µM), for the others: at the highest dose activation, hits mostly activators | 360,000 tested, 0.079% active; also: potency is read from the fitted curve at half-maximal effect; nearly all actives have a fitted effect of over 50% in size
# Target sequence (Q8WZA2 whole entry, looked up): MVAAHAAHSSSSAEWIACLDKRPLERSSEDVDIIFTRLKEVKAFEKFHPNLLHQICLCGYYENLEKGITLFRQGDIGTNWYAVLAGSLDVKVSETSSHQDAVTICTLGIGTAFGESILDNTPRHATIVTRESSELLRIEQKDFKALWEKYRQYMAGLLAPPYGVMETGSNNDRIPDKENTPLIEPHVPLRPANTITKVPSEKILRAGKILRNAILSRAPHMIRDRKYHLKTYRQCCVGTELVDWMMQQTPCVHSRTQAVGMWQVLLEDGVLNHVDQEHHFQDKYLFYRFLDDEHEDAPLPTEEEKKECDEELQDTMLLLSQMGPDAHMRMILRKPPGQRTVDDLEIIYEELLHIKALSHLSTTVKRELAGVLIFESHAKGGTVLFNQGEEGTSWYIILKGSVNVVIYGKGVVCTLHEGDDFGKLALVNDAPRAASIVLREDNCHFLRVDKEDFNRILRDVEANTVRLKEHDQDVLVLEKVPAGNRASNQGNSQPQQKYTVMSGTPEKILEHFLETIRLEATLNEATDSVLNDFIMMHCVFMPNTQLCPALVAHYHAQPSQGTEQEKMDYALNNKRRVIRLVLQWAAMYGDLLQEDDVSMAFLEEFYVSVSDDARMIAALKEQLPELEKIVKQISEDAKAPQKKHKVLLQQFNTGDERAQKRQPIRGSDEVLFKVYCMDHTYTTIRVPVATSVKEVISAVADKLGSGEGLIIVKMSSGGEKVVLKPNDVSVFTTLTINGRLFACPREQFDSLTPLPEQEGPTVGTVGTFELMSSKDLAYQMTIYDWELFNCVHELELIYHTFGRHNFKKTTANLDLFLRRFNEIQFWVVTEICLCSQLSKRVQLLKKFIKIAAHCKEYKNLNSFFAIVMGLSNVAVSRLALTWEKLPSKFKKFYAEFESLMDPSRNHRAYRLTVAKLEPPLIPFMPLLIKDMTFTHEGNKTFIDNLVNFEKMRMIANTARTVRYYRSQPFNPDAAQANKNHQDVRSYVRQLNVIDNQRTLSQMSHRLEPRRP
#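 qHTS, titration series. 100 nM EPAC2 / 250 nM Rap1B-BODIPY-GDP / 50 uM GDP; RT; ex 480/em 540 nm, 5-min reads to 30 min. Norm. to 6.5 mM cAMP = activation.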
# TGFb SMAD3 inh – qHTS for Inhibitors of TGF-b | HepG2 CAGA-GFP TGF-b/SMAD3 reporter, GFP fluorescence, 18 h; TGF-beta stimulated, 500 pg/mL final | AID 588855, 2011 | Potency, µM (series often up to 46.1 µM), for the others: top-dose activity, negative = inhibition, most hits filed as inhibitors | 410,000 tested, 1.2% active; also: potency is read from the fitted curve at half-maximal effect; % is scaled to controls: 0 for no effect and ±100 for the full control effect; nearly all actives have a fitted effect of over 65% in size
#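 Inhibition of TGF-beta-driven CAGA-GFP reporter expression in HEPG2 cells is measured by cellular GFP fluorescence after 18 h stimulation with 500 pg/mL recombinant TGF-beta in 1% FBS medium at 37 degrees C.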
# ATXN2 expr inh – Primary qHTS for Inhibitors of ATXN expression | HEK-293 ATXN2-luciferase reporter, luminescence, 24 h | Potency, µM (top dose mostly 57 µM), for the others: at the top dose activity change, negative = inhibition, most hits filed as inhibitors | 360,000 tested, 0.72% active; also: potency is read from the fitted curve at half-maximal effect; % is scaled to controls: 0 for no effect and ±100 for the full control effect; nearly all actives have a fitted effect of over 55% in size
#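 qHTS (up to 57 uM final) was run with 24 h compound exposure of reporter cells at 37 °C. Each well was multiplexed: SteadyGlo luminescence measured ATXN2-luciferase expression after a fluorogenic Gly-Phe-AFC viability readout (25 uM final).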
# HepG2 tox – qHTS for Inhibitors of TGF-b: Cytotox Counterscreen. Potency, µM (titrated, usually from 46.1 µM), for inactives: top-dose activity change, negative = cytotoxicity, most hits filed as cytotoxic. 410,000 tested, 0.76% active. HepG2 CAGA-GFP viability, ATP luminescence, 18 h; also: potency is read from the fitted curve at half-maximal effect; some results filed as inactive show a strong effect at the top dose
#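 HepG2 CAGA-GFP cells (1000/well, DMEM with 1% FBS) received compound, then TGF-beta at 500 pg/mL final, and were incubated 18 hours at 37 degrees C. Viability was read by CellTiter-Glo luminescence. Media-only wells were set as complete cell-killing and DMSO as no toxicity.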
# * marks the source's active call; other numbers are inactive results; i = inactive; ? = inconclusive; · = not tested or not shown; & = joins results of further samples; [ ] = another dose, or the depositor's remark. Unless noted, calls follow the shape of the dose curve; as a rule, active = well fitted curve in the direction sought with a large enough effect; inconclusive = small, poorly fitted or top-dose-only effect, or another doubt; inactive = no such curve, though single readings can be large; an effect the other way counts as inactive or inconclusive.
Compound	A549 viability	Nrf2 ARE act	S2 tox	Nrf2 inh	IL-2 act	EPAC2 ag	TGFb SMAD3 inh	ATXN2 expr inh	HepG2 tox
CC1(C)O[C@@H]2CC3C4C[C@H](F)C5=CC(=O)C=CC5(C)C4C(O)CC3(C)[C@]2(C(=O)CO)O1 (some centres undefined)	-14.8%	-1.0%	i	0.0046µM*	-0.7	5.3%	6.1%	-10.7%	-37.5%
Cc1[nH]c2ccccc2c1C(=O)CN1CCC(C)CC1	-15.1%	-0.5%	i	5.0%	-0.5	0.6%	-7.2%	0.9%	-20.2%
O=C(COc1ccc(Cl)cc1Cl)N1CCCN(C(=O)COc2ccc(Cl)cc2Cl)CC1	?	3.4%	i	?	-3.1	7.9%	-7.5%	?	-9.1%
CCN1C[C@@H]2[C@@H]3C(=O)N(Cc4ccccc4)C(=O)[C@@H]3[C@](C)(C1=O)N2C(=O)c1ccc(C)cc1	-5.4%	0.5%	i	-1.1%	0.1	7.0%	-2.4%	8.0%	0.1%
CCOc1ccc(/C(C)=N/NC(=O)Cn2nc([N+](=O)[O-])cc2C)cc1	0.4%	-0.8%	i	-12.8%	1.6	2.1%	2.8%	-13.6%	5.3%
CCOC(=O)C1(C(N)=O)OC1(c1ccc(Cl)cc1)c1ccccc1Cl (centres undefined)	-3.4%	-0.6%	i	?	-0.5	1.4%	-2.2%	0.4%	-19.7%
CCS(=O)(=O)N1CCc2cc(C(=O)Nc3cccc(Cl)c3C)ccc21	6.5%	4.5%	i	10.9%	·	·	-19.5%	12.5%	-36.2%
CC(=O)Nc1ccc(S(=O)(=O)NNC(=O)c2cccc(Br)c2)cc1	6.5%	1.7%	i	-3.5%	1.0	5.4%	1.4%	-0.1%	-14.0%
COC(=O)Cc1cc(=O)n2c(nc3ccccc32)[nH]1	-0.1%	5.5%	i	25.7%	0.0	10.3%	-1.3%	9.4%	0.7%
CSc1c2c([nH]c(=O)c1C#N)-c1ccccc1CC2	·	17.4%	·	·	0.7	-2.6%	-22.8%	-1.8%	-11.1%

# No new results follow: an excerpt of the list.
Compound	A549 viability	Nrf2 ARE act	S2 tox	Nrf2 inh	IL-2 act	EPAC2 ag	TGFb SMAD3 inh	ATXN2 expr inh	HepG2 tox
CCN1C[C@@H]2[C@@H]3C(=O)N(Cc4ccccc4)C(=O)[C@@H]3[C@](C)(C1=O)N2C(=O)c1ccc(C)cc1	-5.4%	0.5%	i	-1.1%	0.1	7.0%	-2.4%	8.0%	0.1%
CCOc1ccc(/C(C)=N/NC(=O)Cn2nc([N+](=O)[O-])cc2C)cc1	0.4%	-0.8%	i	-12.8%	1.6	2.1%	2.8%	-13.6%	5.3%

# The list goes on.
Compound	A549 viability	Nrf2 ARE act	S2 tox	Nrf2 inh	IL-2 act	EPAC2 ag	TGFb SMAD3 inh	ATXN2 expr inh	HepG2 tox
O=C1c2ccccc2C(=O)N1CCCC(=O)N1CCc2ccccc21	8.9%	0.4%	i	4.4%	-2.8	10.7%	-2.9%	20.9%	-3.1%
CNC(=O)CCc1ccc(OC)cc1	-6.3%	-0.6%	i	-15.5%	0.3	6.2%	9.8%	·	4.9%
COc1cccc(CNC(=O)CCNC(=O)c2ccco2)c1	8.0%	2.7%	i	0.1%	-4.8	-3.3%	0.4%	3.6%	-1.2%
Cc1cc(NS(=O)(=O)c2cn(C)c(C)n2)ccc1Br	-5.9%	0.3%	i	·	·	·	14.7%	6.6%	0.8%
O=C(O)c1c[nH]n2c(=S)ncnc12	·	-1.0%	i	·	6.4	5.9%	-3.7%	·	1.0%
COc1ccc(C(=O)Nc2nnc(C(F)(F)F)s2)cc1	-4.6%	2.1%	i	?	-2.9	-6.9%	-0.5%	29.4%	3.7%
Cc1cc(C(=O)NCc2cccs2)cs1	?	4.6%	i	?	-0.4	6.9%	6.1%	30.1%	-3.6%
CCCC(c1nnnn1C(C)(C)CC)N(Cc1ccco1)Cc1cc2ccc(OC)cc2[nH]c1=O (centres undefined)	?	5.3%	?	?	-5.7	28.8%	?	?	5.9%
COCCNC(=O)CSc1n[nH]c(=O)n1CCc1ccccc1	5.0%	-0.4%	i	-11.5%	1.1	5.2%	0.1%	4.2%	2.4%
COCCN=C1N[C@@H](c2cccc(C(F)(F)F)c2)C(C(=O)OC)=C(C)N1Cc1ccccc1	-5.8%	1.2%	?	12.0%	-0.6	5.9%	-19.4%	?	-25.2%
O=C(Nc1ccc(F)cc1)C1CC(=O)n2cnnc2N1 (centres undefined)	4.7%	0.0%	i	1.0%	-0.9	-0.3%	15.6%	-7.8%[2.22 µM]	-9.4%
CCSc1ccc(C(=O)NCC(=O)O)cc1	0.3%	-0.9%	i	9.1%	1.0	10.8%	13.6%	12.5%	-2.8%
CC1CCN(C(=O)CSc2nnc(CNC(=O)c3ccc(F)cc3)o2)CC1	0.4%	-0.2%	i	-7.8%	-1.8	-2.8%	-28.2%	-5.4%	-29.5%
O=C(COC(=O)Cc1cccs1)Nc1ccc(OC(F)(F)F)cc1	-0.6%	-0.2%	i	17.2%	-4.8	-0.8%	-1.6%	1.8%	9.5%
CCc1nc2c(OCCc3cccc(OC)c3)cccn2c1N(C)C(=O)c1cccs1	·	0.7%	i	·	-0.3	28.0%	-27.6%	-27.1%	-30.6%
O=C(Nc1cccn2ncnc12)c1ccc(Cl)cc1	0.0%	?	i	-7.4%	-2.2	0.1%	-10.5%	21.5%	-15.9%
CCOC(=O)c1cc2c(=O)n3ccccc3nc2n(CCCOC)c1=NC(=O)c1c(-c2ccccc2Cl)noc1C	1.1%	-1.0%	i	-15.6%[9.27 µM]	·	·	-21.5%	14.5%	-6.8%
CCCC(=O)N1CCC(O)(c2cccc(F)c2)CC1	-1.1%	-0.6%	i	1.1%	-0.8	5.4%	26.4%	-0.1%	4.9%
COC(=O)c1ccc(N2CCN(C(=O)C3CC3)CC2)c([N+](=O)[O-])c1	-7.7%	-0.2%	i	2.2%	0.2	14.4%	0.0%	24.6%	1.7%
Cc1oc(-c2cccc(Cl)c2)nc1CN1CCCC(C(=O)NCc2ccc(F)cc2)C1 (centres undefined)	-0.2%	1.1%	i	1.5%	·	·	?	-9.7%	-21.1%
COc1ccc(NC(=O)c2cccc(S(=O)(=O)N3CCc4ccccc43)c2)cn1	-9.6%	2.7%	i	?	-0.7	20.8%	-20.0%	-2.2%	-0.5%
O=[N+]([O-])c1cc(Cl)cc(/C=N/NC(=S)Nc2cc(S(=O)(=O)N3CCOCC3)ccc2Cl)c1O	?	-0.5%	i	?	-0.9	2.2%	0.4%	?	-16.4%
O=C1COc2ccc(C(=O)COC(=O)CCOc3ccccc3)cc2N1	9.2%	-0.1%	i	-2.7%	-4.0	-6.7%	-12.0%	-2.8%	-1.0%
COc1ccc(/C=c2\s/c(=C\C(=O)C(C)(C)C)[nH]c2=O)cc1O	?	6.4%	?	?	1.2	8.9%	?	·	-34.1%
CSc1ccccc1NC(=O)CCS(=O)(=O)c1nc(-c2cccs2)cc(C(F)(F)F)n1	0.3%	0.4%	i	-5.7%[9.27 µM]	·	·	4.4%	11.6%	-2.4%
O/N=C/c1ccnc(SCc2ccccc2)n1	2.1%	4.6%	i	7.9%	-0.4	-4.4%	-10.9%	42.6%[activator]	-0.8%
CN(C)/C=C(/C#N)C(=O)c1cccc(Oc2ccc(C(C)(C)C)cc2)c1	-18.8%	1.4%	i	?	-3.2	4.1%	-11.4%	-10.6%	1.1%
CN(C(=O)Nc1ccccc1)C1CCS(=O)(=O)C1 (centres undefined)	1.6%	-0.2%	?	·	-0.2	8.8%	7.2%	-29.7%	11.9%
Cc1ccc(NC(=O)c2nnn(-c3cc(C)cc(C)c3)c2N)cc1	-8.3%	3.7%	i	-0.1%	1.1	16.5%	-1.3%	15.5%	-19.9%
O=C(COC(=O)C1CCN(c2ccc(C(F)(F)F)cn2)CC1)NCc1cccc(Cl)c1	-4.0%	1.8%	i	-0.1%	-0.3	-8.0%	-3.3%	4.0%	6.1%
Cc1ccc2c(Cl)cc(Cl)c(OCC(=O)NC(=O)NCc3ccco3)c2n1	2.9%	0.3%	i	-6.4%	-0.8	5.3%	-13.9%	-9.9%	-16.6%
CCC(=O)N1CCN(c2ccccc2NC(=O)c2ccc(-c3cccc([N+](=O)[O-])c3)o2)CC1	1.4%	17.0%	?	-12.2%	-3.1	1.1%	-9.3%	-17.9%	-27.0%
Cc1ccccc1CSc1nnc(-c2cccs2)n1Cc1ccco1	-10.7%	-0.1%	i	?	-0.5	11.4%	?	-10.9%	-28.4%
Cc1cccc(NS(=O)(=O)c2ccc3c(c2)n(C)c(=O)n3C)c1C	-1.2%	3.4%	·	·	·	·	?	·	-34.1%
COCCN(Cc1cn(C)nc1-c1ccccc1F)C(C)C	5.0%	-0.3%	i	1.3%	0.2	1.4%	17.4%	-9.0%	-13.1%
CN1CCN(NC(=S)NC(C)(C)CC(C)(C)C)CC1	-3.9%	0.6%	i	-2.7%	0.2	-2.2%	2.9%	0.8%	-20.0%
COc1ccc(CCCc2nnc(SCC(=O)Nc3cc(F)ccc3C)o2)cc1	9.3%	1.0%	i	-27.2%	·	·	2.3%	-5.5%	6.5%
COc1cc(C(=O)Nc2cc(Cl)ccc2-n2cncn2)ccc1OC(F)F	0.5%	5.5%	i	-10.7%	-1.0	9.1%	8.9%	-0.9%	-1.3%
O=C(NCc1ccccc1)c1cccc(COc2ccc(Cl)cc2)c1	1.6%	-0.3%	i	?	-1.7	-1.1%	-26.2%	-12.0%	-18.1%
C[C@H]1CCC(=O)N([C@H](CN=[N+]=[N-])Cc2ccccc2)CC1	4.7%	0.0%	i	-7.3%	-0.1	13.4%	1.0%&-8.8%	-0.2%	-10.1%&-1.2%
